Screens (PubChem BioAssay)
Apoferritin bind = binds horse apoferritin like a general anesthetic; P02791; apoferritin/1-aminoanthracene competitive binding, fluorescence; Potency, µM (series often up to 77.5 µM), inactives show at the highest dose activity change, negative = displacement, usual class: inhibitors; 350,000 compounds, 0.074% hits; AID 485281; also: potency is read from the fitted curve at half-maximal effect; % is scaled to controls: 0 for no effect and ±100 for the full control effect; nearly all actives have a fitted effect of over 20% in size
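10 uM apoferritin + 50% sat. 1-AMA, PBS; cpd 10 min RT; Ex380/Em535 endpoint; normalized to free probe vs complex; 4-param Hill fit; propofol titration as pos. ctrl.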
Pol iota inh = blocks human DNA polymerase iota activity. 390,000 compounds, 1% hits. Pol iota fluorescent replication assay, 10 min. Potency, µM (titrated, usually from 115 µM), for the others: top-dose activity, negative = inhibition, usual class: inhibitors. AID 588590; also: potency is read from the fitted curve at half-maximal effect
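Pol iota at 10 nM preincubated 15 min with compounds at room temperature; reaction started with fluorescent substrate, 50 nM final. Fluorescence read kinetically at 0 and 10 min; buffer-only wells as negative control.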
ERG Ets-DNA blk = inhibitors of human ERG Ets domain-DNA interaction; Potency, µM (highest dose often 76.9 µM), for the others: at the highest dose FP activity, negative = inhibition, most hits filed as inhibitors; fluorescence polarization, His-ERG Ets domain / labelled DNA; AID 624246; 370,000 compounds, 0.028% hits; P11308; active = well fitted inhibition curve with a large enough effect in the polarisation, with a control signal flat; inconclusive = small, poorly fitted or top-dose-only effect, or effect the other way, or a change in a side signal; inactive = no such curve, though single readings can be large or run the other way; the % refers to the polarisation;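 also: polarization taken with two DNA probes labelled with fluorescein and Texas red; potency is read from the fitted curve at half-maximal effect; % of control where 0% means no effect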
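His-tagged ERG Ets domain (1 uM in the protein solution; 300mM KCl, 50mM Tris-HCl, 1mM EDTA, 1mM DTT, pH 7.5) received compound, then a probe mix of 5 nM fluorescein-DNA and 100nM Texas-615-DNA. Fluorescence polarization was read for both dyes.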
TRHR ag = agonists of human TRH receptor. 360,000 compounds, 0.18% hits. TRHR cells, calcium flux fluo-8, FDSS agonist mode. P34981. activation, % at 2 µM; in the data active = activation above about 30%; also: 0% is about no effect
Target sequence (P34981 whole entry, looked up): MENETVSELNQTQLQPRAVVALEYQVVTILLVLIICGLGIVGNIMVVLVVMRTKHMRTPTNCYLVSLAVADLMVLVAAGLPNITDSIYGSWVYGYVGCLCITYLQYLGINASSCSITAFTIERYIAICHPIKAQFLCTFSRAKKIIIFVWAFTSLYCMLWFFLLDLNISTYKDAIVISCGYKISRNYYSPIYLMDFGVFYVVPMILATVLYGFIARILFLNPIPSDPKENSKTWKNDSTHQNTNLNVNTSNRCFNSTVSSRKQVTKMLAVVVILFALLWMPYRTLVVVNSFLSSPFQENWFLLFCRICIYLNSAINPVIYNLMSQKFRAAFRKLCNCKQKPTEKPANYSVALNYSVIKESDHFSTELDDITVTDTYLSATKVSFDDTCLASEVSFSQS
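Agonist-mode FDSS calcium read (Ex 480/Em 530, 1 s cycles) in 1536-well TRHR cells with fluo-8 dye, after 10-cycle baseline and 23 nL compound addition; TRH at EC20 (10 nM final) added afterwards for the enhancer phase.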
BLM helicase inh = Bloom syndrome helicase (human) inhibition; P54132; recombinant BLM DNA unwinding, fluorescence dequenching; Potency, µM (top dose mostly 56.1 µM), for inactives: top-dose activity change, negative = inhibition, most hits filed as inhibitors; 350,000 compounds, 0.2% hits;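 also: potency is read from the fitted curve at half-maximal effect; plate controls were vehicle for no effect and no enzyme for full effect; nearly all actives have a fitted effect of over 35% in size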
Pol kappa inh = DNA polymerase kappa (human) inhibition; purified Pol kappa, fluorescent DNA synthesis assay, 10 min; 400,000 compounds, 0.53% hits; Potency, µM (top dose mostly 107 µM), for inactives: at the top dose activity, negative = inhibition, hits mostly inhibitors; Q9UBT6; also: potency is read from the fitted curve at half-maximal effect; % is scaled to controls: 0 for no effect and ±100 for the full control effect
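10 nM Pol kappa was preincubated with compounds for 15 min at room temperature. Reaction started with 50 nM (final) substrate. Fluorescence read kinetically at 0 and 10 min.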
12-LOX inh = blocks human arachidonate 12S-lipoxygenase; P18054; Potency, µM (titrated, usually from 108 µM), for the others: top-dose activity change, negative = inhibition, actives largely listed as inhibitors; 580,000 compounds, 1.1% hits; purified 12hLO, xylenol orange hydroperoxide absorbance; also: potency is read from the fitted curve at half-maximal effect; % is scaled to controls: 0 for no effect and ±100 for the full control effect
Target sequence (P18054 whole entry, looked up): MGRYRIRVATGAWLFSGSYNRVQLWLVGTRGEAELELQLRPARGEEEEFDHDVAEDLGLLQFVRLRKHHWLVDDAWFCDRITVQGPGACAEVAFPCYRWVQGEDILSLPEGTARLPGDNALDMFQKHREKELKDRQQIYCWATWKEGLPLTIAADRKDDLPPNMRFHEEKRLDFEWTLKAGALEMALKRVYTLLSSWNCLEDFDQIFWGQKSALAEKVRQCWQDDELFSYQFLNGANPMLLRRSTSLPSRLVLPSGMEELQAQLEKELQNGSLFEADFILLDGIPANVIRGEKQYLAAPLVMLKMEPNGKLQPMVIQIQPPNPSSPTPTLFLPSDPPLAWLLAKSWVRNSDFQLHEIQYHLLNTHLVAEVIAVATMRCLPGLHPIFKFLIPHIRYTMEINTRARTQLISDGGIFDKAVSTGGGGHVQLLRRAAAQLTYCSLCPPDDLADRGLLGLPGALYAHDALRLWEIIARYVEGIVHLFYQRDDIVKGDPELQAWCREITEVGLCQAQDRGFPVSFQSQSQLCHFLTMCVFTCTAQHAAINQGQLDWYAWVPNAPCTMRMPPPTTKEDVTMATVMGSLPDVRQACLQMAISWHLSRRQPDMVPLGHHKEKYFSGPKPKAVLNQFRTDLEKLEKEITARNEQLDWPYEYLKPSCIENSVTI
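Purified human 12hLO (150 nM final) in 25 mM Hepes, 0.01% Triton X-100, pH 7.0 was preincubated 15 min at room temperature with compound. Then 40 uM arachidonic acid was added, 30 min. Hydroperoxide was read by Fe-XO absorbance ratio 573/405 nm.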
APE1 inh = blocks human APE1 abasic DNA cleavage | P27695 | recombinant APE1, TAMRA/BHQ-2 abasic DNA cleavage fluorescence | Potency, µM (highest dose often 65.8 µM), without a hit: at the top dose activity change, negative = inhibition, actives largely listed as inhibitors | 350,000 compounds, 0.35% hits;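 also: potency is read from the fitted curve at half-maximal effect; plate controls were vehicle for no effect and reference inhibitor for full effect; nearly all actives have a fitted effect of over 55% in size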
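Incision of a quenched TAMRA/BHQ-2 THF abasic-site duplex (50 nM) by 0.75 nM APE1, after 15 min compound preincubation, measured as fluorescence increase over three 60 s reads. Values normalized to buffer, DMSO and NSC13755 control wells.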
POLB inh = inhibitors of human DNA polymerase beta; Pol beta primer extension/strand displacement, fluorescence kinetic; Potency, µM (titrated, usually from 114 µM), for the others: top-dose activity change, negative = inhibition, actives largely listed as inhibitors; 340,000 compounds, 1.3% hits; AID 485314; also: potency is read from the fitted curve at half-maximal effect; % is scaled to controls: 0 for no effect and ±100 for the full control effect
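Enzyme-only controls used 10 nM Pol beta; buffer lacking enzyme served as negative control. Compound preincubated 15 min, then 50 nM substrate added; 0 and 10 min reads at room temperature.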
* marks the source's active call; other numbers are inactive results; [ ] = dose if it differs, or a comment. Unless noted, calls follow the shape of the dose curve; as a rule, active = well fitted curve in the direction sought with a large enough effect; inconclusive = small, poorly fitted or top-dose-only effect, or another doubt; inactive = no such curve, though single readings can be large; an effect the other way counts as inactive or inconclusive.

`Cc1cc(C)cc(N(CC(=O)NC2CCC(C)CC2)S(=O)(=O)c2c(C)noc2C)c1` (configuration not stated) gave Apoferritin bind -4%, Pol iota inh 13%, ERG Ets-DNA blk 0%, TRHR ag -0.4, BLM helicase inh -2%, Pol kappa inh -25%, 12-LOX inh 26%, APE1 inh 0% and POLB inh -21%.
`O=C(Nc1ccccc1)c1ccc(F)cc1F` gave Pol iota inh 45%[activator], ERG Ets-DNA blk 0%, Pol kappa inh -2% and 12-LOX inh 13%.
For O=C(CCCN1C(=O)/C(=C/c2cccs2)SC1=S)NNC(=O)c1cccnc1 the results were Apoferritin bind -15%, Pol iota inh inconclusive, ERG Ets-DNA blk -9%, TRHR ag -0.6, BLM helicase inh -27%, Pol kappa inh -14%, 12-LOX inh -12%, APE1 inh -4% and POLB inh inconclusive.
O=C(CCCn1c(=O)c2cccn2c2cccnc21)NCc1cccc(Br)c1 was read as Apoferritin bind -2%, Pol iota inh 9%, ERG Ets-DNA blk 12%, TRHR ag 0.5, BLM helicase inh -2%, Pol kappa inh 16%, 12-LOX inh -17%, APE1 inh 31% and POLB inh 6%.
For Cc1ccc(/C=C/c2onc(C)c2S(=O)(=O)N2CCC(C(=O)NCC(C)c3ccccc3)CC2)cc1 (configuration not stated) the results were Apoferritin bind -10%, Pol iota inh -16%, ERG Ets-DNA blk 6%, TRHR ag 0.5, BLM helicase inh 1%, Pol kappa inh -6%[60.1 µM], 12-LOX inh -4% and POLB inh -2%.
O=C(NCC(=O)N1CCN(Cc2ccccc2)CC1)c1ccc(Cl)cc1 was read as Apoferritin bind -10%, Pol iota inh -19%, ERG Ets-DNA blk 8%, TRHR ag -1.2, BLM helicase inh -2%, Pol kappa inh -10%, 12-LOX inh -7%, APE1 inh 1% and POLB inh 40%.
`CC(C)c1noc2ncc(C(=O)c3cc(Cl)cc(Cl)c3O)cc12` gave Apoferritin bind inconclusive, Pol iota inh 17%, ERG Ets-DNA blk 5%, TRHR ag 1.9, BLM helicase inh -7%, Pol kappa inh -5%, 12-LOX inh 0%, APE1 inh -1% and POLB inh 2%.
For Cc1nn(-c2ccccc2)c2c1C(c1cccs1)C(C#N)=C(N)O2 (configuration not stated) the results were Apoferritin bind -14%, Pol iota inh inconclusive, ERG Ets-DNA blk 7%, TRHR ag 2.3, BLM helicase inh -5%, Pol kappa inh -2%, APE1 inh 4% and POLB inh 21%.
Screening O=C(Nc1ccncc1)c1cccs1 returned Apoferritin bind -7%, Pol iota inh -10%, ERG Ets-DNA blk -8%, TRHR ag -1.1, BLM helicase inh 8%, Pol kappa inh -6%, 12-LOX inh 41%[activator], APE1 inh -7% and POLB inh 20%.
For CCCC1=[N+](CC)CCn2c(C)ccc21 the results were Apoferritin bind -11%, Pol iota inh 6%, TRHR ag 0.2, BLM helicase inh 3%, Pol kappa inh -11%[60.1 µM], 12-LOX inh 20µM*, APE1 inh 1% and POLB inh 11%.
COc1ccc(NS(=O)(=O)c2ccc3c(c2)n(C)c(=O)n3C)cc1 was read as Apoferritin bind 4%, Pol iota inh 34%[activator], TRHR ag -1.2, BLM helicase inh 3%, Pol kappa inh 6%[60.1 µM], 12-LOX inh -6%[57.4 µM], APE1 inh inconclusive and POLB inh 1%.
For Cc1ccc(C(=O)NN2CCOCC2)cc1 the results were Apoferritin bind -1%, Pol iota inh 25%, ERG Ets-DNA blk -9%, TRHR ag 0.7, BLM helicase inh 2%, Pol kappa inh 1%, 12-LOX inh -12%, APE1 inh 15% and POLB inh 57%.
O=C(NC(=S)NCc1ccco1)c1ccccc1[N+](=O)[O-] was read as Pol iota inh 10%, ERG Ets-DNA blk -1%, Pol kappa inh 0% and 12-LOX inh -18%.
Screening NC(=O)c1cc2ccccc2o/c1=N\NC(=O)c1ccco1 returned Apoferritin bind -15%, Pol iota inh 11%, ERG Ets-DNA blk -1%, TRHR ag -0.4, BLM helicase inh -6%, Pol kappa inh -18%, 12-LOX inh 4%, APE1 inh -3% and POLB inh 3%.
COc1ccc(N(CC(=O)N/N=C/c2ccc3c(c2)OCO3)S(=O)(=O)c2ccc(NC(C)=O)cc2)cc1 was read as Apoferritin bind -4%, Pol iota inh 54%[activator], ERG Ets-DNA blk 3%, TRHR ag 1.4, BLM helicase inh -2%, Pol kappa inh -4%[60.1 µM], 12-LOX inh -8%, APE1 inh 8% and POLB inh 3%.
COc1ccc(C)cc1C1=CC(=O)C[C@H](c2ccc(F)cc2)C1 was read as Pol iota inh inconclusive, ERG Ets-DNA blk 13%, TRHR ag -0.5, Pol kappa inh -3%, 12-LOX inh -24% and APE1 inh -12%.
O=C(O)C(Oc1ccc2c3c(c(=O)oc2c1)CCC3)c1ccccc1 (configuration not stated) was read as Apoferritin bind 3%, Pol iota inh inconclusive, ERG Ets-DNA blk 12%, TRHR ag 0.1, BLM helicase inh 5%, Pol kappa inh -2%, 12-LOX inh -5%, APE1 inh 1% and POLB inh 12%.
For O=C(N/N=C/c1cc(Br)ccc1O)c1cccc(N2CCCC2=O)c1 the results were Apoferritin bind -10%, Pol iota inh 14%, ERG Ets-DNA blk -22%, TRHR ag 1.1, BLM helicase inh -1%, Pol kappa inh -11%, 12-LOX inh -26%, APE1 inh 0% and POLB inh 0%.
Screening O=c1cc(N2CCCC2)[nH]c(=O)n1-c1ccc(Cl)cc1 returned Apoferritin bind 71%[activator], Pol iota inh 28%, TRHR ag 0.4, BLM helicase inh 3%, Pol kappa inh -3%, 12-LOX inh 5%[57.4 µM], APE1 inh 2% and POLB inh 27%.
`Cc1ccc(CSCCNC(=O)CN(c2cc(C)ccc2C)S(C)(=O)=O)cc1` gave Apoferritin bind -19%, Pol iota inh 0%, ERG Ets-DNA blk 3%, TRHR ag -0.7, BLM helicase inh -15%, Pol kappa inh -4%, 12-LOX inh -13%, APE1 inh -5% and POLB inh -10%.
Screening CCOc1ccc(C(=O)CCN2CCOCC2)cc1 returned Apoferritin bind -5%, Pol iota inh -5%, ERG Ets-DNA blk 2%, TRHR ag 0.7, BLM helicase inh -2%, Pol kappa inh -5%, 12-LOX inh inconclusive, APE1 inh -8% and POLB inh 3%.
Cc1cnc(CNc2ccnc(-c3c(C)noc3C)n2)cn1 was read as BLM helicase inh 7%, Pol kappa inh -7%[60.1 µM], 12-LOX inh -7% and APE1 inh -1%.
COc1ccccc1N1CCN(C(=O)Cn2cnc3onc(-c4ccc(F)cc4)c3c2=O)CC1 was read as Apoferritin bind -15%, Pol iota inh inconclusive, ERG Ets-DNA blk -1%, TRHR ag 0.2, BLM helicase inh -4%, Pol kappa inh -6%, 12-LOX inh -30% and POLB inh inconclusive.
COc1ccccc1CNC(=O)[C@@H]1CCCN1S(=O)(=O)c1ccccc1F was read as Apoferritin bind 5%, Pol iota inh 67%[activator], ERG Ets-DNA blk 4%, TRHR ag -1.0, BLM helicase inh -1%, Pol kappa inh 7%, 12-LOX inh 4%, APE1 inh 25% and POLB inh inconclusive.
`COc1ccc(NC(=O)CN(C)C(=O)C2CC(=O)N(c3cccc4ccccc34)C2)cc1` (configuration not stated) gave Pol iota inh -7%, ERG Ets-DNA blk -7%, TRHR ag 0.2, Pol kappa inh 14%, 12-LOX inh -20% and APE1 inh 15%.
For O=C(c1cccc(F)c1)N1CCC2(CCN(Cc3cc(C(F)(F)F)cc(C(F)(F)F)c3)CC2)CC1 the results were BLM helicase inh -14%, Pol kappa inh -19%[60.1 µM], 12-LOX inh -3%[57.4 µM] and APE1 inh 4%.
For C=CCN=C(NC#N)SCC(=O)NC(C)(C)C the results were Apoferritin bind -11%, Pol iota inh 19%, ERG Ets-DNA blk 5%, TRHR ag 0.6, BLM helicase inh -6%, Pol kappa inh -10%, 12-LOX inh 257%[activator], APE1 inh 11% and POLB inh -15%.
Screening CCCNC(=O)Cn1cc(S(=O)(=O)N2CCCC2)c(S(=O)(=O)N2CCCC2)c1 returned Apoferritin bind -5%, Pol iota inh 48%[activator], ERG Ets-DNA blk -1%, TRHR ag 0.1, BLM helicase inh 0%, Pol kappa inh -11%, 12-LOX inh -12%, APE1 inh 2% and POLB inh 5%.
For Cc1ccc(CN2CCCn3nc(C(=O)NCCc4ccccc4C)cc3C2=O)cc1 the results were Apoferritin bind -9%, Pol iota inh -4%, ERG Ets-DNA blk 1%, TRHR ag -0.8, BLM helicase inh -1%, Pol kappa inh -7%[60.1 µM], 12-LOX inh -1% and POLB inh 0%.
CCOc1cc2c(cc1/C=C(/C#N)c1ccc(C(=O)O)cc1)OCO2 was read as Apoferritin bind 2%, Pol iota inh -3%, ERG Ets-DNA blk -2%, TRHR ag 1.7, BLM helicase inh 1%, Pol kappa inh -15%, 12-LOX inh inconclusive, APE1 inh 8% and POLB inh 18%.
`COc1ccc(CNc2ncc(-c3cccc([N+](=O)[O-])c3)n2C)c(OC)c1OC` gave Apoferritin bind -12%, Pol iota inh 11%, ERG Ets-DNA blk 4%, TRHR ag -0.7, BLM helicase inh -2%, Pol kappa inh 2%, 12-LOX inh inconclusive, APE1 inh 12% and POLB inh 19%.
`Cc1cscc1NC(=O)/C=C/C(=O)O` gave Apoferritin bind -2%, Pol iota inh 45%[activator], ERG Ets-DNA blk 11%, TRHR ag 0.2, BLM helicase inh -9%, Pol kappa inh -2%, 12-LOX inh inconclusive, APE1 inh -3% and POLB inh 7%.
`O=C(N/N=C1/CC2C=CCC12)c1ccc(Br)o1` (configuration not stated) gave Apoferritin bind 12%, Pol iota inh 23%, ERG Ets-DNA blk 7%, TRHR ag -0.4, BLM helicase inh 2%, Pol kappa inh 5%, 12-LOX inh -10%, APE1 inh 3% and POLB inh 1%.

A portion of the library; count on the stated rates, not on these rows.
